TDP-43 yeast inh: TDP-43 toxicity inhibition in yeast. TDP-43 expressing yeast growth rescue, BacTiter-Glo, 24 h. Potency, µM (highest dose often 46.1 µM), for the others: at the top dose growth rescue (activation), most hits filed as activators. 410,000 tested, 1.8% active; also: potency is read from the fitted curve at half-maximal effect; % of control where 0% means no effect; nearly all actives have a fitted effect of over 50% in size
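In this qHTS, compounds that restore growth of yeast expressing TDP-43 appear as activators. Cells (OD600=0.02, galactose medium, raffinose-pregrown) are incubated with compound 24 hr at 30 deg C and growth is quantified by BacTiter-Glo.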
PTHR1 ag: agonists of human PTHR1 parathyroid hormone receptor; AID 743266; 410,000 tested, 0.075% active; Q03431; Potency, µM (top dose mostly 115 µM), for inactives: at the highest dose activation, usual class: activators; HEK293 GP2 PTHR1 cells, GloSensor cAMP luminescence, 1 h; also: potency is read from the fitted curve at half-maximal effect; nearly all actives have a fitted effect of over 55% in size; some results filed as inactive show a strong effect at the top dose; inactives centre near -15; many of its hits are not listed in these tables
Target sequence (Q03431 whole entry, looked up): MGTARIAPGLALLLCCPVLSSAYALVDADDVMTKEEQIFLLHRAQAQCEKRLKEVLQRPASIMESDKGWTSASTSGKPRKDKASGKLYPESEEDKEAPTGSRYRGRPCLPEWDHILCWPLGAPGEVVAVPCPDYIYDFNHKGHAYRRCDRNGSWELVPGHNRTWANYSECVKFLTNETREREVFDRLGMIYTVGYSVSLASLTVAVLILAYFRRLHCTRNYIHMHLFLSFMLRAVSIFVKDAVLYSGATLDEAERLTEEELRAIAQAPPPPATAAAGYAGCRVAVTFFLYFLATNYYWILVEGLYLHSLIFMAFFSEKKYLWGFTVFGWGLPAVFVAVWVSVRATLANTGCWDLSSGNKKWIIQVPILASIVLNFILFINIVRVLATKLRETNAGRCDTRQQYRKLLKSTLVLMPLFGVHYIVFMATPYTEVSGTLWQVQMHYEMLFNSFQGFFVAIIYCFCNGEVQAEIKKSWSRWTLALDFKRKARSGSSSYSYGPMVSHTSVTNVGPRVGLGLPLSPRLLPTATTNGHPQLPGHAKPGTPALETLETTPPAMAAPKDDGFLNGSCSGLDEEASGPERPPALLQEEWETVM
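HEK-293-derived GP2 cells expressing PTHR1 and a GloSensor cAMP reporter, 3,000/well, plated overnight, given luciferin plus IBMX (each 0.5 mM as added) for 1 h at 37 °C, then compound for 1 h at 37 °C. Luminescence was read after 15 min at room temperature.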
GLP-1R agonist: agonists of human GLP-1 receptor; HEK293 GLP-1R CRE-luciferase, luminescence, 4-6 h; cells express a hypersensitive GLP-1R form; 380,000 tested, 0.007% active; AID 624172; P43220; Potency, µM (titrated, usually from 45.6 µM), for inactives: at the top dose activation, hits mostly activators; also: potency is read from the fitted curve at half-maximal effect; % of control where 0% means no effect
Target sequence (P43220 whole entry, looked up): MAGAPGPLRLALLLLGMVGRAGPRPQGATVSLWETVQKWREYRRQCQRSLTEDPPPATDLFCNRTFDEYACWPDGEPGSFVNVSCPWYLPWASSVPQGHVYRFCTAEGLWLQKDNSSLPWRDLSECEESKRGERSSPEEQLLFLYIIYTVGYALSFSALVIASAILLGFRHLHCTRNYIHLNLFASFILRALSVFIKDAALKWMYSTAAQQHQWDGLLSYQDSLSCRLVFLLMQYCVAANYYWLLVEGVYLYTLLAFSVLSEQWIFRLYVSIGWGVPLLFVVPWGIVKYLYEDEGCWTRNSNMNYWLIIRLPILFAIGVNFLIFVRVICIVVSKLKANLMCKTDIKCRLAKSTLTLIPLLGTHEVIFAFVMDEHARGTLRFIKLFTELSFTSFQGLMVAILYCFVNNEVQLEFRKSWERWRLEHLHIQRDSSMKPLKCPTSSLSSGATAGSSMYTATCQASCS
GLP1R cytotox: cytotoxicity in counter-screen for GLP-1R inverse agonists; HEK293 cAMP-luciferase reporter cells, luminescence, 24 h; Potency, µM (titrated, usually from 38.3 µM), for the others: top-dose activity change, negative = inhibition, most hits filed as inhibitors; 410,000 tested, 0.13% active; AID 624418;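 also: loss of luciferase light is scored as toxicity; potency is read from the fitted curve at half-maximal effect; % is scaled to controls: 0 for no effect and ±100 for the full control effect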
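Compound-treated cells are incubated 24 hr at 37 deg C under 5% CO2 after a 12 hour attachment period, then luciferase detection reagent is added and luminescence is measured following 12 min at room temperature; lowered signal indicates toxicity.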
GLP-1R inv ag: GLP-1 receptor (human) inverse agonism; 410,000 tested, 1.6% active; Potency, µM (doses to about 38.3 µM), for inactives: at the highest dose activity change, negative = inhibition, usual class: inhibitors; P43220; HEK293 GLP-1R CRE-luciferase, luminescence, 24 h; GLP-1R form is constitutively active; also: potency is read from the fitted curve at half-maximal effect; % is scaled to controls: 0 for no effect and ±100 for the full control effect; nearly all actives have a fitted effect of over 55% in size
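Cells are plated, allowed 12 hours at 37 deg C, then treated with compounds for 24 hr before luciferase detection reagent is added and luminescence is read after 12 min at room temperature. The HEK293 line carries constitutively active GLP-1R with a cAMP-responsive reporter.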
aSyn rescue: inhibitors of alpha-synuclein toxicity in yeast; Yeast expressing alpha-synuclein, growth rescue, BacTiter-Glo, 24 h; 370,000 tested, 0.14% active; Potency, µM (titrated, usually from 46.1 µM), without a hit: at the highest dose growth rescue (activation), most hits filed as activators; also: potency is read from the fitted curve at half-maximal effect; % of control where 0% means no effect; nearly all actives have a fitted effect of over 65% in size
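Rescue of yeast growth: cells expressing toxic alpha-synuclein, induced in galactose at OD600 0.02, incubated with compound 24 h at 30 C. ATP luminescence quantified growth; inhibitors of toxicity appear as activators.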
D3 antag: antagonists of human D3 dopamine receptor. P35462. D3R cells, DiscoveRx beta-arrestin luminescence, antagonist mode; stronger effect = lower value. max response, negative = inhibition, %. 360,000 tested, 2.5% active. AID 652054; in the data active = max response below about -50%; inconclusive = no clear call, values can overlap the other calls; also: % is scaled to controls: 0 for no effect and ±100 for the full control effect; mostly tested at two doses, the higher about 12 µM
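Cells plated overnight at 1500 cells/well, then exposed to library compounds with dopamine controls for 90 minutes at 37 degrees C. DiscoveRx reagent added for 30–60 minutes at room temperature; luminescence read, quantitative HTS format.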
KB-V1 cytotox: kills drug-selected multidrug resistant KB-V1 cells | AID 1347076 | KB-V1 MDR cells viability, CellTiter-Glo, 72 h | Potency, µM (doses to about 46.1 µM), without a hit: at the top dose activity change, negative = cytotoxicity, usual class: cytotoxic | 400,000 tested, 3.4% active; also: potency is read from the fitted curve at half-maximal effect; % is scaled to controls: 0 for no effect and ±100 for the full control effect; nearly all actives have a fitted effect of over 60% in size
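Readout: CellTiter-Glo luminescence, 10 min after addition. Cells: KB-V1 MDR subline, 72 h at 37 degrees C with compound. Analysis: corrected, normalized data fitted to concentration-effect curves.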
DRD3 agonist: D3 dopamine receptor (human) agonism; D3R DiscoveRx beta-arrestin cells, luminescence, 90 min; P35462; 410,000 tested, 0.58% active; max activation, %; in the data active = max activation above about 30%; also: 0% is about no effect; mostly tested at two doses, the higher about 12 µM
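Cells at 1500/well, incubated overnight, then treated with pinned compounds (dopamine as control) for 90 min at 37 degrees C. DiscoveRx reagent added for 30 - 60 minutes at room temperature; luminescence read.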
Starred values were filed as active, the others as inactive; i = inactive; ? = inconclusive; . = no result given; [ ] = remark or other dose. Unless noted, calls follow the shape of the dose curve; as a rule, active = well fitted curve in the direction sought with a large enough effect; inconclusive = small, poorly fitted or top-dose-only effect, or another doubt; inactive = no such curve, though single readings can be large; an effect the other way counts as inactive or inconclusive. Some of the compounds tested; rates above refer to the full screens.

SMILES	TDP-43 yeast inh	PTHR1 ag	GLP-1R agonist	GLP1R cytotox	GLP-1R inv ag	aSyn rescue	D3 antag	KB-V1 cytotox	DRD3 agonist
COc1c(C=O)cc2c3c1CCCN3CCC2	?	-0.2%	-4.5%	-10.4%	-6.2%	10.6%	2.3	2.1%	-3.7
Cc1ccccc1NC(=O)C1C2C=CC(C3CC23)C1C(=O)O (stereo not given)	11.2µM*	-8.1%	0.6%	-7.0%	?	-0.1%	-3.6	-4.3%	4.9
Cc1cccc(OCC(=O)Nc2ccc3nc(Nc4cccc(Cl)c4)cc(C)c3c2)c1	17.0%	-31.8%[inhibitor]	0.3%	3.3%	-23.2%	.	.	15.9%	8.3
Cn1c(=O)c2c(nc(CO)n2C)n(C)c1=O	-27.5%	i	-0.2%	0.4%	11.7%	-12.7%	1.7	3.5%	-0.7
O=C(CCNc1ccc(Cl)cc1)c1cccs1	12.2%	i	-3.5%	-15.7%	22.8%	10.1%	8.4	24.0%	1.4
COc1cc(NS(=O)(=O)c2cc3c(cc2C)N(C)CCO3)cc(OC)c1OC	7.1%	-36.0%[inhibitor]	.	2.8%	-5.4%	.	.	.	-10.2
COc1cc(CC(=O)OCC(=O)NCC(C)C)cc(OC)c1OC	-8.0%[1.82 µM]	i	17.1%	3.6%	3.2%	-0.6%	-1.1	?	9.8
Cc1ccc(S(=O)c2snnc2C)cc1 (stereo not given)	-11.7%	-11.6%	19.6%	2.3%	19.7%	5.2%	46.6	24.8%	13.7
CC1CCN(C(=O)COC(=O)Cc2ccc(Br)cc2)CC1	2.1%	i	2.6%	5.1%	9.4%	4.3%	0.0	3.4%	-17.7
Cc1ccc(NC(=O)CSc2ccccc2)cc1S(=O)(=O)N1CCOCC1	10.1%	-19.3%	3.8%	5.3%	-11.6%	5.8%	8.2	-11.4%	9.1
CCOC(=O)N1CCN(S(=O)(=O)c2cccc3ccc(C)nc23)CC1	1.3%	-9.8%[57.5 µM]	-9.9%	2.9%	5.9%	10.8%	23.8	-23.1%	1.1
Cc1ccc(C(=O)Nc2ccccc2SCC2CSc3nc4ccccc4c(=O)n32)cc1 (stereo not given)	6.0%	i	0.8%	-1.3%	?	1.0%	-2.9	?	6.7
Cc1cc(Cl)ccc1NC(=O)COC(=O)c1nc2nccc(C)n2n1	-12.2%	?	-0.4%	1.0%	-3.7%	-18.8%	-1.1	-21.4%	-6.8
COc1ccc(CCN(CC(=O)NC2CCCC2)C(=O)CCC(=O)Nc2cc(C)on2)cc1OC	-18.3%	i	4.5%	-3.0%	9.8%	-5.6%	14.6	22.3%	11.8
CCCCCC1C(=O)N2C=C(c3ccccc3)c3ccccc3N2C1=O (stereo not given)	-10.4%	i	-0.9%	47.6%[activator]	?	11.8%	-18.2	?	-17.6
Cc1cccc(/C=N/n2c(-c3ccco3)n[nH]c2=S)c1	10.0%	11.3%	1.3%	5.1%	12.9%	1.7%	-24.5	-8.8%	-3.4
Cc1ccc(CN(C(=O)c2cc(=O)c3cc(C)cc(C)c3o2)C2CCS(=O)(=O)C2)cc1 (stereo not given)	16.0%	-9.7%	28.2%	-7.8%	48.3%[activator]	0.2%	7.2	-24.6%	-3.5
COc1ccc(C(=O)N2CCNC(=O)C2)cc1S(=O)(=O)Nc1ccc(Br)cc1	-1.3%	-3.0%	-1.1%	24.5%	3.7%	-0.8%	-1.0	.	-13.6
Cc1noc(C)c1C(=O)NCc1ccccc1	12.7%	i	-3.9%	-2.9%	22.7%	-1.7%	?	4.4%	5.9
CC(=O)Nc1ccc(C(=O)CSc2cc(C)c3cccc(C)c3n2)cc1	-2.9%	-19.4%	0.3%	-5.7%	-7.6%	-1.3%	13.6	13µM*	41.3*
Cc1nn2c(Nc3ccc(F)cc3)c3c(nc2c1-c1ccccc1)CCC3	9.3%	-1.2%	-0.2%	-9.1%	-7.2%	-8.1%	-1.4	?	2.9
O=C(CSc1ncnc2c1oc1ccccc12)Nc1cccc(C(F)(F)F)c1	22.5%	-17.4%	-7.2%	-8.8%	?	7.4%	9.9	0.0%	27.4
Cc1ncc([N+](=O)[O-])n1CC(=O)Nc1ccc2c(c1)OCO2	3.2%	i	-1.1%	-6.6%	8.8%	4.4%	-4.3	-2.0%	-0.2
CSCCC(NC(=O)c1occc1C)C(=O)O (stereo not given)	-9.6%	-8.1%[57.5 µM]	-11.7%	4.9%	-9.9%	-6.5%	-2.7	-1.8%	-17.0
COC(=O)COc1ccc(C)cc1-n1nc2ccccc2n1	.	-23.7%	8.0%	-4.7%	-25.3%	-44.8%[inhibitor]	-24.0	?	-2.6
CCCOc1ccc(/C=N/NC(=O)C2CC2)c(OCCC)c1	3.6%	i	10.8%	-1.9%	-9.4%	-7.5%	18.3	9.9%	3.0
COc1cccc(-c2nnc(N)o2)c1	-11.9%	-21.3%	17.3%	-3.1%	5.2%	0.1%	-4.1	-2.0%	-0.8
Cc1nnc(NC(=O)CSc2nc(N)c(NC(=O)c3cccs3)c(=O)[nH]2)s1	-2.6%	i	-0.7%	9.1%	46.8%[activator]	3.9%	10.9	9.9%	0.6
O=C(NCc1ccc(F)cc1)N1[C@H]2CC[C@@H]1C=C(c1ccc(F)cc1OCc1ccccc1)C2	0.0%	-34.6%[inhibitor]	2.7%	-25.6%	-0.5%	5.3%	25.3	1.1%	2.4
CCCCCn1c(=O)[nH]c2cc(C(=O)NC(C)CC)ccc2c1=O (stereo not given)	16.2%	-20.4%	-1.5%	0.4%	1.4%	.	.	-1.9%	8.5
Cc1nc(SCc2c(F)cccc2Cl)c2c(=O)n(C)c(=O)n(C)c2n1	4.9%	i	-0.7%	-6.6%	13.7%	11.1%	20.8	0.4%	0.4
COc1ccccc1CC(=O)Nc1ccc(-c2noc(COc3ccc(Br)cc3)n2)cc1	1.2%	i	-5.9%	-3.4%	0.0%	4.7%	8.2	?	1.5
CCN(CC)c1ccc2cc(C#N)c(=O)oc2c1	13.2%	-1.8%	3.7%	0.7%	4.8%	-3.1%	-1.3	-5.6%	6.0
Cc1ccc(F)c(S(=O)(=O)NC(=O)C2(C)CCN2C(=O)CC2CCCCC2)c1 (stereo not given)	20.1%	-1.3%	-0.4%	3.7%	-15.7%	1.9%	20.0	?	13.5
Cc1cc(C(=O)N2CCCC2(C)C(=O)NCC(C)C)nn1C(C)(C)C (stereo not given)	2.6%	i	3.8%	4.1%	8.5%	-1.1%	0.2	1.3%	-5.4
O=C(CNC(=O)c1cccs1)OCc1ccc(Cl)cc1	21.4%	-6.6%	8.4%	54.7%[activator]	-25.4%	8.9%	0.8	5.0%	-3.6
CCOC(=O)C1CCN(CCC(=O)Nc2ccc(C)cc2)CC1	-15.1%	i	-4.1%	-7.5%	?	4.9%	-1.3	-8.4%	-16.5
COC(=O)CCC(=O)Nc1ccc(S(=O)(=O)N2CCCCCC2)cc1	-2.9%	-65.5%	1.3%	5.4%	2.6%	.	-2.6	0.7%	-1.7
COc1ccc(NC(=O)CSc2ccc([N+](=O)[O-])cc2)cc1S(=O)(=O)N1CCOCC1	-12.4%	-76.4%[inhibitor]	-5.0%	1.7%	-4.6%	-14.5%	?	-2.1%	-10.7
CC(C)N(C(=O)[C@H]1CC(CC(=O)NCCCN(C)C)C(=O)N2CCc3c([nH]c4ccccc34)[C@]12C)C(C)C (stereo not given in full)	-6.3%	-8.2%	-2.0%	1.7%	-10.3%	-0.5%	-0.2	-0.3%	-32.0
COc1cccc(NC(=O)c2ccc(N3C(=O)C4CC=CCC4C3=O)cc2)c1 (stereo not given)	-4.9%	-36.1%[inhibitor]	-1.1%	0.8%	-33.8%	1.5%	-4.2	2.0%	2.4
COc1ccccc1CCNC(=O)c1ccc(Br)s1	14.1µM*	-5.5%	27.7%	-1.3%	?	11.7%	-5.3	-9.8%	0.0
Cc1ccc(OCC(=O)NNC(=S)NC(=O)C(C)(C)C)c(Br)c1	5.01µM*	-2.5%	1.7%	6.5%	12.9%	23.9%	-2.6	-16.9%	2.0
CC(C)(CNC(=S)NCCc1ccccc1)CNC(=S)NCCc1ccccc1	?	-38.0%[inhibitor]	-3.3%	-22.3%	?	-14.3%	-22.8	-2.2%	0.1

Complete entries as entered above. Order of screens: TDP-43 yeast inh	PTHR1 ag	GLP-1R agonist	GLP1R cytotox	GLP-1R inv ag	aSyn rescue	D3 antag	KB-V1 cytotox	DRD3 agonist
CCOC(=O)C1CCN(CCC(=O)Nc2ccc(C)cc2)CC1 is listed with -15.1%	i	-4.1%	-7.5%	?	4.9%	-1.3	-8.4%	-16.5
CCN(CC)c1ccc2cc(C#N)c(=O)oc2c1 is listed with 13.2%	-1.8%	3.7%	0.7%	4.8%	-3.1%	-1.3	-5.6%	6.0
COc1ccccc1CC(=O)Nc1ccc(-c2noc(COc3ccc(Br)cc3)n2)cc1 is listed with 1.2%	i	-5.9%	-3.4%	0.0%	4.7%	8.2	?	1.5
COC(=O)CCC(=O)Nc1ccc(S(=O)(=O)N2CCCCCC2)cc1 is listed with -2.9%	-65.5%	1.3%	5.4%	2.6%	.	-2.6	0.7%	-1.7
Cc1cc(C(=O)N2CCCC2(C)C(=O)NCC(C)C)nn1C(C)(C)C (stereo not given) is listed with 2.6%	i	3.8%	4.1%	8.5%	-1.1%	0.2	1.3%	-5.4

Screening data as filed in PubChem BioAssay.
